HGIII-sPLA2 inh – Blocks human group III sPLA2 activity | QFRET BODIPY PC-A2 liposome hydrolysis, fluorescence | inhibition, % at 12.2 µM | 0.56% of 370,000 active | AID 743126;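 active = inhibition above mean plus 3 SD of compounds lying within the high and low control bounds, cut at about 19% in these data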;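 also: 0% = median of test compound wells and 100% = no enzyme DMSO wells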
GC-A act – GC-A (human) enzyme activation. 0.14% of 370,000 active. HEK293 GC-A cells, cGMP TR-FRET, EC30 ANP; 0% at EC30 ANP, 100% saturating ANP. activation, % at 10 µM; in the data active = activation above about 40%
rCAG RNA binder – molecules binding r(CAG) RNA repeats; AID 651821; 1.3% of 370,000 active; inhibition, % at 3 µM; r(CAG) RNA repeat, TO-PRO-1 dye displacement fluorescence;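 active = inhibition above the plate cutoff, the mean of all test compounds on that plate plus 3 SD, cut at about 35% in these data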;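 also: 0% = DMSO alone and 100% = 100 µM mitoxantrone as full dye displacement; higher means more dye released from RNA so lower well fluorescence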
ADAM10 inh – inhibitors of human ADAM10; 0.62% of 370,000 active; AID 720582; inhibition, % at 7 µM; O14672; recombinant ADAM10, EDANS/DABCYL FRET peptide cleavage, 3 h;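 active = inhibition above a per-campaign cutoff equal to the mean of compounds falling between control-based bounds plus 3 SD, cut at about 20% in these data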;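 also: 0% = DMSO wells while the 100% control is not disclosed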
GC-B act – GC-B (human) receptor activation; AID 1920062; HEK293-GC-B cells, CNP EC30, cGMP TR-FRET; 0% at EC30 CNP, 100% saturating CNP; 0.11% of 370,000 active; activation, % at 10 µM;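 active = activation at 10 µM reaching about 35% in either raw or pattern-adjusted values, limit read from the data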
DDE Tn6 FP inh – inhibitors of Tn6 peptide binding to human fibrin DD(E); P02675; Fibrin DD(E) TRITC-Tn6 fluorescence polarization displacement; inhibition, % at 8.3 µM; 0.21% of 370,000 active;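 active = inhibition above a per-campaign cutoff: mean of compounds within control limits plus 3 SD, cut at about 15% in these data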;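 also: 0% = median of all compound wells on the plate and 100% = blocking peptide control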
Target sequence (P02675 whole entry, looked up): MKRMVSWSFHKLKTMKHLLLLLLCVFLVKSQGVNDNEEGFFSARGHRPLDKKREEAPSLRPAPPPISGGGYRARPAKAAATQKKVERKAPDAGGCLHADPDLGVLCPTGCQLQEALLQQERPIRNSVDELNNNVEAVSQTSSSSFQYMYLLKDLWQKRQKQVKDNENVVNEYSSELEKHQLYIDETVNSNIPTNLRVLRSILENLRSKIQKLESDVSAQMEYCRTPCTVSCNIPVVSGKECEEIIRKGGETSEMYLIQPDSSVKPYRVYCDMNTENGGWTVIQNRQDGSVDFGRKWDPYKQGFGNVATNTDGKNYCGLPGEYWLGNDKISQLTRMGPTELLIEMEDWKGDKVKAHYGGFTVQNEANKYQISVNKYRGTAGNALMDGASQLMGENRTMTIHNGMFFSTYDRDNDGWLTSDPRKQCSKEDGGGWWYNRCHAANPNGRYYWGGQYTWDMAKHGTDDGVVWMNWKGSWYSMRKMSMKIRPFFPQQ
ARFGAP1 inh – inhibits rat ARF GTPase activating protein 1; 0.26% of 360,000 active; inhibition, % at 16.5 µM; Arfgap1-stimulated ARF1 GTP hydrolysis, GDP FP detection; Q62848; AID 651572;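 active = inhibition above a per-plate limit, mean inhibition of low control wells plus 3 SD, cut at about 25% in these data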;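 also: 0% = DMSO wells with enzyme and 100% = wells lacking Arfgap1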
Target sequence (Q62848 1-136 limits assumed): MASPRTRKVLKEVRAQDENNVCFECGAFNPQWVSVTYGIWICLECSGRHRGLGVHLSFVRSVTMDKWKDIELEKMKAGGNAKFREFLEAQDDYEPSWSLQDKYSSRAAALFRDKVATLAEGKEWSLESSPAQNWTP
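System: truncated rat Arfgap1 GAP domain / Benchmarks: high control wells lacking Arfgap1, low control full reaction with DMSO / Times: compound-enzyme preincubation 20 min, reaction 120 min, detection 60 min, 25 °C / Repeats: one replicate per compound / Also added: human ARF1(Δ1-17)-GTP substrate / Measured by: Tracer-displacement fluorescence polarization with EDTA stop, 620/688 nm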
FXN GAA850 act – activators of GAA850 frataxin (FXN) promoter; HEK293 lucGAA850 FXN promoter luciferase reporter, 24 h; percent of 10 µM SAHA response; activation, % at 6 µM; 0.56% of 360,000 active;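 active = activation above the average of all compounds screened plus 3 SD, cutoff fixed separately per campaign, cut at about 7.5% in these data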;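 also: 0% = DMSO wells and 100% = 10 µM SAHA wells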
KLK7 zymogen act – proKLK7 (human) activation, primary screen | P49862 | purified proKLK7, EDANS-DABCYL substrate fluorescence; 100% is mature enzyme control, 0% vehicle | activation, % at 7 µM | 0.9% of 370,000 active;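 active = activation above the mean of all tested compounds plus 3 SD, computed per campaign excluding outliers beyond control limits, cut at about 13% in these data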
Target sequence (P49862 whole entry, looked up): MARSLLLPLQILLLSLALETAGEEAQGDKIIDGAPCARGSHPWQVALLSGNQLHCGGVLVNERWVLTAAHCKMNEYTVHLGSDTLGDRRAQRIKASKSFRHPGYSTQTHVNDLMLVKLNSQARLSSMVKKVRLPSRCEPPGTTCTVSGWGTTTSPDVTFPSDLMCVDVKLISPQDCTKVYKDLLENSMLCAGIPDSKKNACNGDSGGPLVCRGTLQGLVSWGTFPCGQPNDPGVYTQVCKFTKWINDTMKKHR
ASAP1 inh – inhibitors of human ASAP1 ArfGAP activity | Q9ULH1 | ASAP1-stimulated ARF1 GTP hydrolysis, GDP FP detection | inhibition, % at 16.5 µM | 0.19% of 360,000 active; in the data active = inhibition above about 25%;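 also: 0% = vehicle with enzyme and substrate and 100% = no enzyme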
The depositor's hits bear a star; . = no result given.

SMILES | HGIII-sPLA2 inh | GC-A act | rCAG RNA binder | ADAM10 inh | GC-B act | DDE Tn6 FP inh | ARFGAP1 inh | FXN GAA850 act | KLK7 zymogen act | ASAP1 inh
COc1ccc(CC(=O)NC(c2ccccc2)c2ccc(C)cc2)c(OC)c1 (stereo not drawn) | 0 | -13 | -6 | 1 | -11 | 2 | -5 | -0.3 | -0.7 | -13
O=C(NCc1ccccc1)C1C(=O)Nc2ccccc2C(=O)N1Cc1ccccc1 (stereo not drawn) | 8 | 2 | 0 | -31 | -7 | 3 | 1 | . | 0.2 | 15
OCCNC(=S)NCCc1ccccc1 | 20* | 2 | -3 | -4 | 3 | -4 | 5 | 2.2 | 0.2 | 10
O=C(CN1C(=O)C(=O)N(C2CCCC2)C1=O)Nc1ccc(F)cc1F | -1 | 2 | 2 | -1 | 2 | 1 | -12 | -0.2 | -0.2 | -18
COc1cc(C(=O)Nc2ccccc2NC(=O)c2cc(OC)c(OC)c(OC)c2)cc(OC)c1OC | -1 | 1 | -4 | 4 | 0 | 10 | 16 | 3.5 | 0.3 | 1
CN(C)S(=O)(=O)c1ccc2nnn(O)c2c1 | 3 | 7 | -1 | 3 | -3 | -2 | -6 | -1.3 | 1.2 | 11
COc1ccc(OC)c(CCNC(=O)c2ccc(CS(=O)(=O)c3ccc(Br)cc3)o2)c1 | -21 | -9 | -7 | 4 | -3 | 7 | 4 | -0.6 | 0.6 | -10
CC1(C)CC(=O)C=C(C(=O)N2CCCC(C(=O)c3cc(F)ccc3F)C2)O1 (stereo not drawn) | 6 | 2 | 2 | -9 | 2 | 2 | 8 | -4.2 | 0.7 | 2
COCc1cc(C)nc(SCc2ccc(Cl)cc2)c1C#N | -1 | 3 | 0 | -1 | 3 | 2 | -6 | 2.2 | -1.1 | -17
O=C(COC(=O)c1ccccc1SCC(=O)N1CCCC1)Nc1ccccc1OC(F)F | -17 | -3 | 1 | 6 | 3 | 5 | -5 | -1.1 | 0.6 | -3

Six structures out of the list, arranged by count of non-hydrogen atoms, low to high.
SMILES | HGIII-sPLA2 inh | GC-A act | rCAG RNA binder | ADAM10 inh | GC-B act | DDE Tn6 FP inh | ARFGAP1 inh | FXN GAA850 act | KLK7 zymogen act | ASAP1 inh
CN(C)S(=O)(=O)c1ccc2nnn(O)c2c1 | 3 | 7 | -1 | 3 | -3 | -2 | -6 | -1.3 | 1.2 | 11
COCc1cc(C)nc(SCc2ccc(Cl)cc2)c1C#N | -1 | 3 | 0 | -1 | 3 | 2 | -6 | 2.2 | -1.1 | -17
COc1ccc(CC(=O)NC(c2ccccc2)c2ccc(C)cc2)c(OC)c1 (stereo not drawn) | 0 | -13 | -6 | 1 | -11 | 2 | -5 | -0.3 | -0.7 | -13
O=C(NCc1ccccc1)C1C(=O)Nc2ccccc2C(=O)N1Cc1ccccc1 (stereo not drawn) | 8 | 2 | 0 | -31 | -7 | 3 | 1 | . | 0.2 | 15
COc1ccc(OC)c(CCNC(=O)c2ccc(CS(=O)(=O)c3ccc(Br)cc3)o2)c1 | -21 | -9 | -7 | 4 | -3 | 7 | 4 | -0.6 | 0.6 | -10
O=C(COC(=O)c1ccccc1SCC(=O)N1CCCC1)Nc1ccccc1OC(F)F | -17 | -3 | 1 | 6 | 3 | 5 | -5 | -1.1 | 0.6 | -3

(continued)
SMILES | HGIII-sPLA2 inh | GC-A act | rCAG RNA binder | ADAM10 inh | GC-B act | DDE Tn6 FP inh | ARFGAP1 inh | FXN GAA850 act | KLK7 zymogen act | ASAP1 inh
COc1cccc(NC(=S)N2CCC(N(C)CC3CCCO3)CC2)c1 (stereo not drawn) | 2 | 2 | 2 | 1 | 5 | 4 | -15 | 0.4 | -0.3 | -3
O=C(Cc1ccc(NC(=O)C2CCCN(C(=O)CCc3ccccc3)C2)cc1)Nc1cccc(C(=O)N2CCCCC2)c1 (stereo not drawn) | -19 | 2 | 6 | -2 | 0 | 6 | -6 | -2.2 | 0.8 | -1
O=c1c2ccccc2oc2cc(C#CC3(O)CCCCC3)ccc12 | -21 | -4 | 15 | -29 | -6 | -9 | -6 | -10 | -0.2 | 7
O=C(CN1CCOc2ccccc21)NCc1ccco1 | 4 | -1 | 3 | -13 | -2 | 2 | 1 | -0.1 | 0.2 | 3
O=c1ccn2c(n1)SC(c1ccccc1)C2 (stereo not drawn) | 2 | 0 | 0 | 1 | 1 | -5 | -11 | 1.9 | 0.1 | -9
Cc1ccc(C(=O)N2CCCC(C(=O)c3ccc(Oc4ccccc4)cc3)C2)cn1 (stereo not drawn) | -5 | -2 | -10 | 13 | -4 | -6 | 3 | 2.9 | -0.2 | -1
CC(NCc1cccnc1)c1ccccc1 (stereo not drawn) | -4 | -1 | 33 | 3 | -1 | 16* | -5 | 2.4 | 0.2 | -10
COc1ccc(/C=C2\SC(=S)N(N3CCOCC3)C2=O)c(OC)c1 | 3 | -7 | 1 | -3 | 4 | 1 | -4 | 2.5 | -0.6 | 5
Cc1c(Cl)cccc1S(=O)(=O)N1CCC(C(=O)NNC(=O)C2CC2)CC1 | 1 | -1 | 1 | -2 | 0 | -3 | -10 | 1.2 | -0.4 | -20
O=S(=O)(Nc1cc(S(=O)(=O)N2CCOCC2)ccc1N1CCOCC1)c1ccc2c(c1)OCCO2 | -5 | -2 | 4 | 6 | 4 | -1 | -10 | 0.2 | -0.7 | -7
O=C(CSc1nnc(SCc2ccccc2)s1)NNC(=S)Nc1ccccc1 | 12 | -2 | 43* | 24* | 7 | -3 | -8 | 1.4 | -0.6 | 4
Cc1cc(C)c2oc(-c3cccc(N)c3)nc2c1 | 3 | 0 | 0 | -396 | -9 | 9 | -6 | 4.4 | 6.1 | 0
CCN(CC)C(=O)CSc1nsc(SCC(=O)N(CC)CC)c1C#N | -5 | 3 | -2 | -5 | 5 | -4 | 9 | -1.4 | -0.5 | -2
CCc1ccc(S(=O)(=O)/N=C2\C=C(Nc3ccc(C(=O)O)cc3)C(=O)c3ccccc32)cc1 | 0 | -7 | 89* | 16 | -2 | -5 | -9 | 1.3 | 0.3 | -1
Cn1c2ccccc2c2c(=O)oc3ccccc3c21 | 12 | -3 | 4 | -51 | 7 | 0 | 2 | 3.8 | -0.1 | -1
CN1CCN(CCCC(=O)c2ccc(F)cc2)CC1 | 4 | 4 | 1 | -1 | 7 | 4 | 1 | 0.1 | 0.1 | -3
O=C(CSCCS(=O)(=O)c1ccc(Cl)cc1)Nc1ccccc1 | -9 | 0 | 1 | -5 | 2 | -4 | -2 | 0.1 | 1.7 | -6
CCC(=O)c1c(NC)cc(C)oc1=O | 2 | 1 | 1 | 5 | 4 | 6 | -10 | 3.9 | -0.4 | -6
Cc1cc(C)c(NC2=CC(=O)CC(C)(C)C2)c(C#N)c1 | 2 | -3 | 0 | 1 | 0 | -1 | -2 | -2.2 | 0.7 | -9
O=C(N/N=C/c1ccccc1O)C1CC(=O)N(c2ccc(F)cc2)C1 (stereo not drawn) | -4 | 0 | 2 | -42 | 0 | 0 | 5 | 0.1 | -52 | 9
CC1CCN(CCOc2cccc(Br)c2)CC1 | 1 | -2 | 3 | 11 | 5 | -2 | 7 | -0.2 | -7.8 | 8
Cc1cc(NC(=O)CSc2nncc(=O)n2N)no1 | 9 | -8 | 1 | 1 | -4 | -3 | 0 | 1.4 | -0.8 | 0
CC(C)C(=O)NCCc1nc(-c2ccc(Cl)cc2)no1 | 7 | 0 | 2 | -4 | -2 | -4 | 13 | 2.8 | 0.4 | 9
CCN(CC(=O)NCc1ccc(Cl)cc1)C(=O)COc1ccc(Cl)cc1Br | 1 | -8 | -2 | -4 | -4 | -4 | 6 | 2.2 | 1.0 | 15
Cc1n[nH]c(C)c1C(=O)CC1(O)C(=O)N(CCc2ccccc2)c2ccc(Br)cc21 (stereo not drawn) | -25 | -19 | 0 | 8 | -19 | 0 | -4 | -1.3 | 0.0 | -2
CC1CCCCC1NC(=O)CCCn1c(=S)[nH]c2ccsc2c1=O (stereo not drawn) | 13 | -2 | 1 | 3 | -1 | 5 | -4 | 2.9 | 0.1 | 7
CCN1C(=O)[C@@H]2[C@H](C1=O)[C@@H]1C[C@H]3C(=O)N(CC)C(=O)[C@H]3[C@@H]3C1=C(C(=O)N1C(=O)OC(=NCC4CC4)[C@]31C)[C@@H]2C | 5 | 3 | -1 | 2 | 0 | -8 | -3 | -0.1 | -0.8 | 15
CCOC(=O)c1c(-c2ccco2)csc1N | 5 | 0 | 14 | -19 | -1 | 1 | -3 | 1.9 | 3.4 | 2
O=C1CN(C(=O)COc2ccc(Br)cc2F)c2ccccc2N1 | 0 | 16 | -2 | 2 | 0 | -1 | 12 | 1.8 | -0.1 | 2
CSc1ccccc1OCc1cc(C(=O)N2CCN(C)C(c3ccccc3)C2)no1 (stereo not drawn) | -4 | 3 | 1 | -2 | -7 | -10 | 2 | -0.8 | -0.6 | 8
O=S1(=O)N[C@H](Cc2ccccc2)COc2cc(N3CCOCC3)ccc21 | 3 | 3 | 1 | -13 | 2 | -5 | 8 | . | 0.1 | -7
CC12CCC(C(=O)Nc3ccccc3Cl)([C@H](Br)C1=O)C2(C)C (stereo partly drawn) | -2 | 0 | -3 | -2 | 0 | -1 | 5 | -0.4 | 0.0 | -3
Cc1c(C)n(CC(O)CNc2ccccc2)c2ccccc12 (stereo not drawn) | 1 | -2 | 1 | 3 | -3 | -1 | 13 | 0.1 | 0.1 | 7
O=C(CN1C(=O)C2C3C=CC(C3)C2C1=O)Nc1ccc(S(=O)(=O)N2CCCCC2)cc1 (stereo not drawn) | -19 | 0 | 1 | 3 | 1 | 1 | 2 | 2.6 | 0.1 | -18
COc1ccccc1NS(=O)(=O)c1ccc(NC(=O)c2[nH]nc(OC)c2[N+](=O)[O-])cc1 | -19 | -1 | 47* | 0 | 1 | -2 | -1 | -1.3 | -0.2 | 2
O=C(CN(Cc1ccccc1)S(=O)(=O)c1ccc(Br)cc1)N/N=C/c1ccccc1C(=O)O | -20 | -1 | 51* | 2 | 3 | -1 | -5 | 1.9 | -0.2 | -2
COc1ccc(CCC(=O)N2CCN(C3CCCCC3)CC2)cc1 | -3 | 3 | -8 | -4 | 2 | 3 | -5 | 2.9 | -0.1 | 1
O=C(O)CNC(=O)C(CS)Cc1ccccc1 (stereo not drawn) | 4 | -3 | 7 | -5 | 0 | -5 | 5 | 4.9 | -0.4 | 2
O=S(=O)(Cc1ccccc1Cl)NCCc1ccc(F)cc1 | -2 | 0 | -7 | 18 | -2 | 5 | 8 | 3.2 | 0.3 | 19
COc1ccccc1N1CCN(c2nc(C)nc3c2oc2ccccc23)CC1 | 1 | -5 | 1 | 4 | 8 | -7 | -9 | 3.9 | -0.2 | 8
COc1ccccc1C(=O)Nc1ccnn1C1CCN(CCCC2CCCC2)CC1 | -9 | -3 | -8 | -4 | -2 | 3 | 2 | -0.9 | -0.3 | 5
O=C(NCCN1CCc2ccccc2C1)C1CCN(S(=O)(=O)N2CCC3(CC2)OCCO3)CC1 | 0 | 3 | -2 | -8 | -1 | 1 | 11 | 1.9 | 0.4 | 2
CC(=O)Nc1ccc(NC(=O)C(C)OC(=O)[C@@H]2CCCN2C(=O)c2cccs2)cc1 (stereo partly drawn) | -6 | -9 | 2 | 2 | 4 | -6 | 0 | 1.4 | 0.6 | -10
C[C@@H](O)C(C(=O)N1CCNCC1)n1cc([C@@H](N)CCCCN)nn1 (stereo partly drawn) | 13 | 2 | 3 | 22* | 6 | 3 | 8 | -0.2 | 0.4 | 8

Source: PubChem
